FEN1 inh: inhibitors of human flap endonuclease 1 | Recombinant FEN1 flap cleavage, fluorescence, 15 min | Potency, µM (series often up to 114 µM), without a hit: at the top dose activity change, negative = inhibition, most hits filed as inhibitors | 390,000 tested, 0.35% active | AID 588795; active = well fitted inhibition curve with a large enough effect; inconclusive = small, poorly fitted or top-dose-only effect; inactive = no such curve, though single readings can be large or run the other way; note: nearly all actives have a fitted effect of over 65% in size
Target sequence (P39748 whole entry, looked up): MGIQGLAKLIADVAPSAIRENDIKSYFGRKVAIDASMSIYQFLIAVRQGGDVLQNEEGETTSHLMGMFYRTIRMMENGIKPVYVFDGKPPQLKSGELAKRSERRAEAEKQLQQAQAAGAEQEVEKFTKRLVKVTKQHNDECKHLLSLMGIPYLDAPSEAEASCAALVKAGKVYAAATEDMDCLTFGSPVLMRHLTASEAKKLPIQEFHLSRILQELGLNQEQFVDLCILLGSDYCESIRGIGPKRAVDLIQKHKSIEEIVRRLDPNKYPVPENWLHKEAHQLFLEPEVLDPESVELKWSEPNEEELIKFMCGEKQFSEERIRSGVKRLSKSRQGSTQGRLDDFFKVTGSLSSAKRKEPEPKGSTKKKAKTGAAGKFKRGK
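Quantitative HTS format: each compound was titrated, incubated with 10 nM nuclease for 15 min at room temperature, then challenged with flap substrate at 50 nM final. Signal change over 15 min gave concentration–effect curves.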
* marks the source's active call; other numbers are inactive results; ? = inconclusive; & = joins results of further samples. % is set by controls: 0 for no effect and ±100 for the full control effect; potency is the fitted concentration of half-maximal effect. A portion of the library. The share of hits here may be higher or lower than overall.

SMILES	FEN1 inh
CNC(=O)c1c(NC(=O)c2ccc(N3C(=O)CCC3=O)cc2)sc2c1CCC(C)C2 (stereo not drawn)	-13%
Cc1ccc2c(c1)CCCN2C(=O)c1cnn2c1NC(=C1CC1)C=C2C(F)F	-15%
COC(=O)c1ccccc1NC(=O)CN(c1ccc(Cl)cc1)S(=O)(=O)c1ccc(OC)cc1	3%
COc1ccccc1-n1c(SCC(=O)N(C)C)nnc1-c1ccco1	20%
c1ccc(CNCCCn2cnc3c(OCc4ccccc4)ncnc32)cc1	9%
Cc1ccc2nc(SCC(=O)N3CCCc4ccccc43)nc(=O)n2c1	0%
C1=Cc2ccccc2/C1=C/c1ccc(/C=C2\C=Cc3ccccc32)cc1	1%
COc1ccc(CNC(=O)[C@@H]2CC=C[C@@H]3CCN(C4CC4)C(=O)[C@@H]32)cc1	18%&-2%
CCN(c1ccccc1)C1SC(=O)N(c2ccccc2)C1=O (stereo not drawn)	3%
CN(C)C(CNC(=O)c1cccc(S(=O)(=O)N2CCN(c3ccc(F)cc3)CC2)c1)c1ccccc1 (stereo not drawn)	0%
S=C(Nc1cccc2ccccc12)NN1CCCCCC1	9%
Cc1ccc2oc3ccccc3c(=O)c2c1	5%
CC1(C)OC2CC3C4CCC5=CC(=O)CCC5(C)C4(F)C(O)CC3(C)C2(C(=O)CO)O1 (stereo not drawn)	3%
Cc1ccc(C(=O)NC2CC(C)(C)NC(C)(C)C2)cc1S(=O)(=O)N1CCOCC1	1%
CC1=C(O)C(=O)C(C2=C(O)C(=O)C(C)=C(O)C2=O)=C(O)C1=O	11%
O=C(c1cccc(Br)c1)N1CCN(c2ccccn2)CC1	0%
COc1cccc(-c2ccc3c(N)c(C(=O)Nc4ccc(Cl)cc4F)sc3n2)c1	-14%
CC1(c2nnc(-c3ccc(F)cc3)o2)CC(c2cccnc2)=NO1 (stereo not drawn)	-8%
O=C1c2ccccc2C(=O)N1OCCCN1C(=O)c2ccccc2S1(=O)=O	2%
Cn1cccc1C(=O)OCC(=O)NC(=O)c1ccc(Cl)cc1	4%
O=C1c2cc(CO)cc(O)c2C(=O)c2c(O[C@@H]3OC(CO)[C@@H](O)[C@@H](O)[C@@H]3O)cccc21 (stereo partly drawn)	?
COC1(OC)C=CC(=O)C=C1NC(=O)c1ccccc1OC(C)=O	-4%
CC1=CC(=O)Nc2cncnc2N1	-5%
Cc1ccc(S(=O)(=O)N2CCN(S(C)(=O)=O)CC2)cc1	0%
O=C(C[N+]1(CCO)CCOCC1)c1ccc2ccccc2c1	11%
CC(=O)N[C@@H](Cc1c[nH]c2ccccc12)C(=O)OCC(=O)Nc1cc(C)on1	-6%
COc1ccc(-c2ccc3c(c2)[C@@H]2C[C@H](N(C)C(=O)C(C)(C)C)[C@H]([C@H](C)O)C(=O)N2CC3)cc1	-11%
O=C(O)c1cccc2c1C(=O)N(c1ccc3c(c1)Cc1ccccc1-3)C2=O	-35%
CCCCCc1ccc(-c2cn(Cc3ccc4c(c3)C(=O)c3ccccc3C4=O)nn2)cc1	19%
Cc1cccc(C(=O)Nc2ccc(N3CCC(N4CCCCC4)CC3)c(C(=O)O)c2)c1	0%

Reprinted at random: 4 records from the list
SMILES	FEN1 inh
CC1(c2nnc(-c3ccc(F)cc3)o2)CC(c2cccnc2)=NO1 (stereo not drawn)	-8%
O=C1c2cc(CO)cc(O)c2C(=O)c2c(O[C@@H]3OC(CO)[C@@H](O)[C@@H](O)[C@@H]3O)cccc21 (stereo partly drawn)	?
Cc1ccc(S(=O)(=O)N2CCN(S(C)(=O)=O)CC2)cc1	0%
COc1cccc(-c2ccc3c(N)c(C(=O)Nc4ccc(Cl)cc4F)sc3n2)c1	-14%

Some of the entries so far, with each value named:
> CC(=O)N[C@@H](Cc1c[nH]c2ccccc12)C(=O)OCC(=O)Nc1cc(C)on1
  FEN1 inh: -6%

> COc1ccc(-c2ccc3c(c2)[C@@H]2C[C@H](N(C)C(=O)C(C)(C)C)[C@H]([C@H](C)O)C(=O)N2CC3)cc1
  FEN1 inh: -11%

> O=C(O)c1cccc2c1C(=O)N(c1ccc3c(c1)Cc1ccccc1-3)C2=O
  FEN1 inh: -35%

Carrying on:
SMILES	FEN1 inh
CCOC(=O)c1c(NC(=O)/C=C/c2ccc(OCC)cc2)sc2c1CCCC2	-5%
Oc1ccccc1C=NNC(=S)Nc1ccc(F)cc1	5%
CC(C)C[C@@H](CN1CCC[C@@H]1CN1C(=O)C(=O)NC[C@@H]1Cc1ccccc1)N1C[C@H](Cc2ccc(O)cc2)N(CC2CCCCCC2)C(=O)C1=O	1%
c1ccc(-c2ccncn2)cc1	-15%
CCc1nc2ccccc2c(=O)n1/N=C/c1ccc(Cl)cc1	0%
O=C(N/N=C/c1cccnc1)c1cc(-c2ccc(Cl)cc2)nc2ccccc12	7%
Clc1ccc(-c2csc3ncnc(Sc4nnnn4C4CC4)c23)cc1	-26%
COC(=O)c1nc[nH]c1[N+](=O)[O-]	14%
CC(C)(C)c1ccc(-c2ccc3c(c2)S(=O)(=O)c2ccccc2C3=O)cc1	-4%
Nc1nc(SCc2ccccc2Cl)c2ncn(C3OC(CO)C(O)C3O)c2n1 (stereo not drawn)	-16%
O=[N+]([O-])c1ccc(/C=N/Nc2ncccc2[N+](=O)[O-])s1	-3%
O=C(NCc1ccccc1)c1ccc(NC(=O)C2CCCC2)cc1	16%
CN(C)CC1C2CCC(C2)C1O (stereo not drawn)	11%
CCOC(=O)c1c(C)oc2ccc(N(C(C)=O)S(=O)(=O)c3c(C)cc(C)cc3C)cc12	3%
COc1ccc(C(Nc2ccccn2)c2ccc3ccc(C)nc3c2O)cc1C (stereo not drawn)	-9%
CCOC(=O)C(Cc1cc(N)c(Oc2ccc(OC)cc2)c(N)c1)NC(C)=O (stereo not drawn)	2%
CCC1(CC)C(=O)NC(=S)N=C1N	0%
COc1ccc(CCC(=O)NCCOc2ccccc2Cl)cc1	-3%
CC(C)CN(C(=O)COC(=O)c1cc2ccccc2cc1O)c1c(N)n(Cc2ccccc2)c(=O)[nH]c1=O	-2%
COCCN(C(=O)c1cc(-c2ccc(F)cc2)nc2ccccc12)c1c(N)n(CC(C)C)c(=O)[nH]c1=O	15%
O=C(NCc1cccs1)Nc1cccc(Cl)c1	-14%
Cc1cc(C)[n+](C)c2ccccc12	?
Cc1ccc(C)c(Nc2cc(C)nc3ccccc23)c1	11%
CCOC(=O)Cc1csc(NC(=O)c2cnc3scc(C)n3c2=O)n1	4%
CCOC(=O)C1(C)C=C(Nc2ccc(C)cc2)C(=O)N1c1ccccc1 (stereo not drawn)	-2%
COc1cc(/C=C/c2ccccc2)cc(OC)c1	3%
COc1cccc(NC(=O)c2nn(C)cc2Br)c1	-1%
COc1cc2c(NC3CCN(C)CC3)nc(N3CCCN(C)CC3)nc2cc1OCCN(C)C	25µM*
O=C1c2c(O)cc(O)cc2O[C@H](c2ccc(O)cc2)[C@H]1O	10%
O=C(NCCc1ccccc1)c1cc(-c2ccccc2)c(N2CCOCC2)s1	1%
O=C1OC=NC1=Cc1ccccc1	4%
COc1ccc(Nc2nc3ccccc3nc2NS(=O)(=O)c2ccc(Cl)cc2)cc1OC	-9%
COc1cc2sc3ccc(C#CC4(O)CCCCC4)cc3c(=O)c2cc1OC	-2%
CCOc1ccc(NC(=O)c2nc(S(=O)(=O)Cc3ccc(C)cc3)ncc2Cl)cc1	16%
O=C(CN1CCCCC1)NC1CCc2cc3c(cc21)CCC3 (stereo not drawn)	-8%
O=C1CC(c2ccccc2)=NN1c1ccccc1	-6%
Cc1[nH]c2ccccc2c1/C=C/c1c(C)[nH]c2ccccc12	-4%
CCN(CC)CCNC(=O)c1nn(-c2ccc(Cl)cc2)c2c1CCc1cc(OC)ccc1-2	-1%
COCCCn1c(=N)c(C(=O)NC2CCCC2)cc2c(=O)n3cccc(C)c3nc21	-1%
COc1cccc(OCCn2c(-c3ccc(Cl)cc3)nc3ccccc3c2=O)c1	9%
COc1ccc(C(=O)C[n+]2ccccc2Cl)cc1	15%
CC1(C)c2[nH]c3ccccc3c2C[C@@H]2C(=O)N(Cc3ccccc3)C(=O)N21	-28%
COc1ccc(/C=N/NC(=O)c2sccc2C)c2ccccc12	-14%
O=S(=O)(c1ccccc1)C1CC1(c1ccccc1)c1ccccc1 (stereo not drawn)	-7%
CC(=O)OCCc1c2ccccc2c(CCCN(C)C)c2ccccc12	11%
CCOC(=O)C1CCN(CCCSc2ccccc2)CC1	-3%
O=C(Oc1ccccc1Cl)c1ccccc1	11%
CC(=O)c1ccc(OCC(=O)Nc2cccc(C(=O)Nc3c(C)n(C)n(-c4ccccc4)c3=O)c2)cc1	-8%
O=C(C(=Cc1ccccc1)CN1CCCCC1)c1ccccc1	-4%
Cc1cc(=O)[nH]c2ccc([N+](=O)[O-])cc12	0%
CC(=O)OCC1OC(n2c(-c3ccc(Cl)cc3)ccc(C#N)c2=S)C(OC(C)=O)C(OC(C)=O)C1OC(C)=O (stereo not drawn)	-2%
O=C(O)c1ccccc1C1c2ccccc2Oc2ccccc21	-13%
COc1ccc(CCNC(=O)CCc2ccccc2)cc1OC	4%
O=[N+]([O-])c1ccc(C=NNc2ccc(S(=O)(=O)O)cc2)cc1	-5%
CC(C)(C)CC(C)(C)N=C1Nc2cc(Cl)c(Cl)cc2N[C@]12C[C@H]1CCCC(=O)N3CC[C@@H](C2)[C@@H]13	-13%
COc1ccc(C(=O)/C=C/NCc2ccc(C)cc2)cc1	4%
O=c1[nH]c(-c2ccccc2)cnc1-c1ccccc1	7%
NC(N)=N/N=C(\N=Nc1ccccc1)c1ccc(Cl)cc1	-4%
CNc1ccc(C=C2c3ccccc3-c3ccccc32)cc1	-22%
CC(=NN=C(C)c1ccc(O)cc1)c1ccc(O)cc1	-16%

Ordered by the number under FEN1 inh (lowest first): three from the list above.
smiles	FEN1 inh
O=C(O)c1ccccc1C1c2ccccc2Oc2ccccc21	-13%
CC(=O)OCC1OC(n2c(-c3ccc(Cl)cc3)ccc(C#N)c2=S)C(OC(C)=O)C(OC(C)=O)C1OC(C)=O (stereo not drawn)	-2%
O=c1[nH]c(-c2ccccc2)cnc1-c1ccccc1	7%

The list goes on.
SMILES	FEN1 inh
CC(NC(=O)c1cc2c(=O)n(C)c3ccccc3c2n1C)c1ccc2c(c1)OCCO2 (stereo not drawn)	-19%
Cc1ccc(NC(=O)c2ccc(Br)o2)c([N+](=O)[O-])c1	0%
CCO[C@H]1OC(C(N)=O)=C[C@@H](C2CC2)[C@@H]1CCCO	-1%
O=C1NC(=O)c2c(Br)c(Br)c(Br)c(Br)c21	0%
COc1ccc(C2c3cc(OC)c(OC)cc3CC3C(=O)OCC32)cc1OC (stereo not drawn)	-6%
Cc1cc(S(=O)(=O)Nc2ccc3oc4c(c3c2)CCCC4)ccc1Cl	1%
O=C(Cc1cccc(NC(=O)C2CCCN(C(=O)C3CCCCC3)C2)c1)Nc1ccc(C(=O)N2CCCCC2)cc1 (stereo not drawn)	15%
CC(C)C(OC(=O)C1=Cc2ccccc2OC1)C(=O)NCC1CCCO1 (stereo not drawn)	-17%
C=C1[C@@H](O)[C@H](CC(C)C)N(Cc2ccccc2Br)S1(=O)=O	-6%&-7%
C(=C\c1ccnc2ccccc12)/c1ccc(N(Cc2ccccc2)Cc2ccccc2)cc1	-4%
CC[C@H](C)[C@H]1CNC(=S)N1CC1CCN(CCCC2CCCC2)CC1	-3%
O=C(COC(=O)c1cc(-c2cccs2)nc2ccccc12)c1ccc(Br)cc1	5%
O=C(O)c1ccccc1NCc1cccnc1	-12%
O=C(c1ccc(Cl)cc1)C1CCN(C(=S)Nc2ccccc2)CC1	16%
CC(=Nc1ccccc1)C1=C(O)C(CC(C)C)NC1=O (stereo not drawn)	2%
CN(CCc1ccccc1)C(=O)c1ccc(NC(=O)Cc2ccc(NC(=O)C3CCN(C(=O)C4CC4)CC3)cc2)cc1	16%
Nc1ccc2c(c1)C(=O)c1ccc(N)cc1-2	?
Clc1ccc(-n2nnc(-c3ncc[nH]3)n2)cc1Cl	-18%
C=CCOC(=O)C1=C[C@@H](c2coc3ccccc3c2=O)C[C@@H](OCCCCO)O1	-14%
OC(Cc1ccc2ccccc2n1)c1ccccc1 (stereo not drawn)	-15%
CN(C)CC1CCC/C(=C\c2ccc(OC(=O)/C=C/c3ccc(Cl)c(Cl)c3)cc2)C1=O (stereo not drawn)	0%
Cc1cccc(C(=O)NNC(=O)c2ccc3ccccc3c2)c1	6%
Cc1ccc(C(=O)C[n+]2cccc3cccc(O)c32)cc1	-9%
Cc1ccc(S(=O)(=O)NNC(=O)c2cc(C)c(C)cc2N)cc1	-14%
C=CCNC(=O)c1c(CSc2ccc(Cl)cc2)noc1C(=O)NCCC	0%
